# LYP inhibition: inhibitors of LYP phosphatase, biochemical, fluorescence intensity, uHTS (AID 1779). recombinant LYP phosphatase, fluorescence intensity; higher % means a stronger effect. inhibition, % at 11.5 µM; hits with a dose series show IC50 in µM. 290,000 tested, 0.054% active;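 note: plate controls were vehicle with enzyme for no effect and no enzyme for full effect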
# Siah-1 displacement: blockers of Siah-1 interaction with plectin peptide – biochemical, fluorescence polarization, rhodamine-plectin, uHTS, primary screen (AID 1817) | Siah-1 / rhodamine-plectin peptide fluorescence polarization; higher % means a stronger effect | one-dose displacement, % at 20 µM; IC50 in µM for titrated hits | 290,000 tested, 0.02% active;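 active = displacement of at least 50% at 20 µM, with a fluorescence ratio check between 0.3 and a set limit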;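 note: plate controls were Siah plus tracer with DMSO for no effect and tracer alone without Siah for full effect; strong numbers were not always called active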
# XIAP displacement: XIAP antagonists, biochemical, IAP family, fluorescence polarization (AID 1018); XIAP BIR domain, fluorescence polarization peptide displacement; higher % means a stronger effect; one-dose displacement, % at 20 µM; IC50 in µM for titrated hits; 200,000 tested, 0.007% active; in the data active = displacement above about 50%; note: a part of the inactive calls stands beside numbers as strong as those of hits
# Lipid droplet: modulators of hepatic lipid droplet formation; AML12 mouse hepatocytes, oleate lipid droplets, BODIPY imaging; inhibition, % at 6.5 µM; 240,000 tested, 0.4% active;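 active = lipid droplet intensity inhibited by at least 50%, with more than 500 cells counted; inconclusive = wells with under 300 cells, treated as cytotoxic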
#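 Test system: AML12 hepatocytes (mouse); reagent: oleate loading, 100 µM; dosing: one dose, 6.5 µM compound; incubation: overnight exposure; signal: fluorescence imaging, 20x objective, two fields per well; read-out basis: % inhibition of corrected integrated BODIPY droplet signal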
# AID2073: disruptors of CaV2.2 binding to Mint1 – biochemical, HTRF (AID 2073) | 290,000 tested, 0.19% active | HTRF protein-protein interaction, Mint1-CaV2.2; higher % means a stronger effect | one-dose inhibition, % at 20 µM; IC50 in µM for titrated hits; in the data active = inhibition mostly above about 51%, no sharp cut-off; inconclusive = no clear call, values can overlap the other calls; inactive = mostly below about 53%; note: some results filed as inactive read as strong as hits
# M1AAP inhibition: malaria alanyl aminopeptidase activity blockers – biochemical, fluorogenic H-Leu-NHMec substrate, 1536-well (AID 1445). 220,000 tested, 0.42% active. one-dose inhibition, % at 30 µM; IC50 in µM for titrated hits. recombinant M1AAP, H-Leu-NHMec fluorogenic kinetic assay; higher % means a stronger effect;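 active = primary inhibition above the hit cutoff, then over 50% inhibition at one or more dose response concentrations, cut at about 23% in these data, passing the limit was not always enough; inconclusive = conflicting primary data, or primary hits not chosen for dose response; inactive = low primary inhibition, or under 50% at every dose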;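 note: plate controls were DMSO full reaction for no effect and no enzyme background for full effect; strong numbers were not always called active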
# M17LAP inhibition: P. falciparum M17LAP inhibitors, primary screen, biochemical, fluorogenic H-Leu-NHMec substrate, 1536-well (AID 1619) | 220,000 tested, 0.38% active | inhibition, % at 30 µM, or IC50 in µM where a hit was titrated | recombinant M17LAP, H-Leu-NHMec fluorogenic kinetic assay; higher % means a stronger effect;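 active = compound inhibiting the enzyme by more than half at any dose during confirmatory dose-response retesting; inconclusive = strong single-dose inhibitors picked by rank but not retested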;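 note: plate controls were full reaction with DMSO carrier for no effect and no enzyme background for full effect; strong numbers were not always called active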
# CSM14.1 death rescue: protection against thapsigargin-triggered cell killing – 384-well, CSM14.1, ATP luminescence, primary screen (AID 1222); CSM14.1 thapsigargin-induced death rescue, ATP luminescence; higher % means a stronger effect; one-dose cellular ATP content (survival), % at 20 µM; EC50 in µM for titrated hits; 190,000 tested, under 10 active;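 active = EC50 below 50 µM in the dose-response confirmation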;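 note: death triggered by thapsigargin at about 15 µM added after 2 h compound pretreatment; cell ATP read after overnight thapsigargin exposure of roughly 18 to 22 hours; normalized against plate controls of thapsigargin alone and 5% DMSO vehicle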
# NOD2 inhibition: inhibition of NOD2-driven NF-kB reporter – cell-based, luminescence, uHTS, HEK293 (AID 1566); HEK293 NOD2/NF-kB luciferase reporter, luminescence; higher % means a stronger effect; inhibition, % at 4 µM; hits with a dose series show EC50 in µM; 290,000 tested, 0.63% active; note: many of its hits are not listed in these tables
# Lipid droplet cells 6.5 µM: recorded beside Lipid droplet, whose call it bears; cell count; measured here: cell count, cytotoxicity flag;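 cells counted across two imaged fields per well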
# The depositor's hits bear a star; ? = inconclusive; . = no result given. Cut-off read from the data, not from the text of the source, unless noted: active = inhibition above about 50%; inactive = the rest.
Structure	LYP inhibition	Siah-1 displacement	XIAP displacement	Lipid droplet	Lipid droplet cells 6.5 µM	AID2073	M1AAP inhibition	M17LAP inhibition	CSM14.1 death rescue	NOD2 inhibition
COC(=O)Cn1cc(/C=N/NC(=O)c2ccc(C#N)cc2F)c2ccccc21	-6%	-1%	-2.6%	.	.	14%	8%	12%	-2.0%	22%
COC(=O)Cn1c(=O)c2c(nc3n2CC(C)CN3c2ccc(C)c(C)c2)n(C)c1=O (stereo unspecified)	-2%	2%	.	2	676	21%	4%	2%	.	14%
CCOC(=O)c1sc(NC(=O)CCN2C(=O)c3cccc([N+](=O)[O-])c3C2=O)c(C(=O)OCC)c1C	3%	1%	-5.2%	25	655	18%	2%	5%	-0.5%	6%
O=C(O)c1ccc(Nc2ncnc3c2cnn3Cc2ccccc2)cc1	-1%	2%	-6.4%	18	738	11%	2%	28%	-0.2%	7%
Cc1cc(OCc2nc(-c3ccc(NC(=O)c4cccnc4)cc3)no2)ccc1Cl	-13%	-3%	-10%	.	.	27%	-17%	-1%	-1.1%	8%
Cc1ccc(NC(=O)CSc2nc(O)cc(=O)n2-c2ccc(C)cc2)cc1	-9%	-2%	.	8	687	2%	.	.	.	-1%
COc1ccccc1C(=O)N(CCN(C)C)c1nc2cc(C)cc(C)c2s1	-9%	5%	-4.7%	9	690	-11%	5%	0%	0.2%	15%
CC(C)C(=O)N=C1NC(=O)CS1	-2%	1%	-1.7%	.	.	-8%	1%	-3%	-1.4%	5%
COC(=O)C1NN=C(C(=O)c2ccc(Br)cc2)C1c1cccc(Br)c1 (stereo unspecified)	-4%	4%	-6.0%	-5	673	2%	-2%	3%	-3.7%	4%
COc1ccc(C(c2nnnn2CC2CCCO2)N2CCN(c3ccccc3)CC2)cc1 (stereo unspecified)	-6%	1%	-3.8%	.	.	-10%	-2%	-7%	0.4%	-3%
O=C(c1ccccc1F)N1CCN(c2ccccc2)CC1	0%	2%	-5.5%	-10	661	37%	-4%	1%	-2.4%	-2%
Cc1ccc(NC(=O)C(=O)NCCN2CCN(S(C)(=O)=O)CC2)cc1C	-13%	-3%	-9.0%	0	762	10%	10%	6%	3.0%	4%
Cc1ccc2c(C)c(C(=O)NCC(C)(C)N3CCOCC3)oc2c1C	-8%	5%	.	-13	672	8%	.	.	.	7%
Cc1nc(NC(=O)/C=C/c2ccccc2)sc1C(=O)Nc1ccccc1Cl	-9%	6%	-9.2%	.	.	41%	0%	-2%	-2.4%	19%
CC(C)(C)NS(=O)(=O)c1ccc(NC(=O)C2CCCO2)cc1 (stereo unspecified)	-6%	4%	.	3	829	9%	.	.	.	18%
Cc1cccc(N2CCN(C(=S)Nc3ccc4nc(N5CCN(C)CC5)cc(C)c4c3)CC2C)c1 (stereo unspecified)	-10%	-7%	-4.3%	-14	702	-12%	-2%	-4%	0.1%	12%
COc1ccc(N(C)S(=O)(=O)c2cccc(C(=O)N3CCN(S(=O)(=O)c4ccc(C)cc4)CC3)c2)cc1	-1%	6%	.	-2	684	9%	.	.	.	8%
COC(=O)c1ccc(-n2cc(-c3ccc(OC)cc3)[nH]c2=S)cc1	1%	6%	-4.4%	12	698	?	-2%	1%	-0.8%	-2%
COc1cccc(CNC(=O)CCC2CCCN(Cc3ccc(OC(F)F)cc3)C2)c1 (stereo unspecified)	-9%	-2%	-14%	-8	726	4%	-1%	4%	0.4%	12%
Cc1ccccc1NCc1ccccc1O	-6%	-2%	-2.8%	.	.	37%	2%	-1%	0.1%	4%
Cc1ccc(NC(=O)C2CC2c2ccccc2)cc1 (stereo unspecified)	-7%	2%	.	.	.	-4%	.	.	.	0%
CC1=NN(C(=O)c2ccc(Cn3cc([N+](=O)[O-])cn3)cc2)C(O)(C(F)(F)F)C1 (stereo unspecified)	-3%	25%	-4.0%	-4	736	15%	-5%	-3%	0.2%	-2%
O=c1[nH]c(=O)n(Cc2ccco2)c2c1C(C(F)(F)F)(C(F)(F)F)N=C(C1CCCCC1)N2	-5%	3%	-4.3%	-3	659	0%	10%	-3%	-1.8%	-1%
Cc1cccc(N(CC(=O)NCc2ccco2)C(=O)CCC(=O)Nc2nccs2)c1	-7%	3%	-3.3%	4	701	-8%	.	.	2.6%	-5%
Cc1ccc(CN(C(=O)Cc2cccs2)C(C(=O)NC2CCCC2)c2ccncc2)cc1 (stereo unspecified)	1%	1%	-9.9%	-13	646	-8%	-1%	6%	-0.7%	2%
Cc1cc(C)nc(SCc2cc(=O)c(OC(=O)c3ccc(S(=O)(=O)N(C)C)cc3)co2)n1	-6%	-8%	-5.8%	8	724	8%	2%	-7%	-1.1%	5%
Cc1cc2nc(C(F)(F)F)cc(-c3cccs3)n2n1	-3%	-4%	-8.1%	-18	642	43%	6%	-4%	0.1%	17%
COc1cc(NC(=O)CSCC(=O)Nc2cc(OC)cc(OC)c2)cc(OC)c1	-5%	3%	.	5	618	2%	3%	-6%	.	0%
CN1CCN(C(=O)C23CCC(C)(C(=O)C2Br)C3(C)C)CC1 (stereo unspecified)	-9%	6%	.	18	763	-10%	2%	1%	.	15%
CC(C)c1nnc(NC(=O)c2ccc3ccccc3c2)s1	-5%	1%	.	8	891	11%	.	.	.	-114%
CC1CCCCN1CCCNC(=O)C1CCCN(c2ncnc3c2nc2n3CCCCC2)C1 (stereo unspecified)	-7%	1%	.	-27	544	20%	.	.	.	20%
Cc1ccc(S(=O)(=O)Nc2ccc(NC(=O)CN3CCCCC3)cc2)cc1	-5%	0%	-6.0%	1	737	-1%	0%	-4%	-0.9%	-2%
Fc1ccc(CSc2nnc(-c3ccccn3)o2)cc1	-9%	9%	.	.	.	4%	.	.	.	-43%
Cc1ccc2nc(Nc3ccccc3O)nc(-c3ccccc3)c2c1	-3%	8%	-0.8%	.	.	2%	-1%	0%	-2.7%	9%
CCOC(=O)c1c(NC(=O)COc2cccc3c2CCN(C)C3=O)sc2c1CCC2	14%	6%	-10%	2	692	28%	2%	9%	-2.3%	20%
CO/N=C/c1c(-c2ccc(Cl)cc2)nc2cc(C)ccn12	2%	7%	-5.2%	15	735	1%	7%	16%	.	6%
CC(=O)Nc1ccc(NC(=O)CSc2ncnc3sc(C)c(C)c23)cc1	-8%	13%	.	-1	788	-11%	.	.	.	3%
NC(=O)C1CCN(C(=S)NCc2ccc3c(c2)OCO3)CC1	-6%	8%	-14%	2	656	-3%	-1%	-16%	0.2%	13%
NS(=O)(=O)c1ccc(CCNC(=O)CSc2nc3ccccc3c(=O)n2CCC(=O)N2CCCCC2)cc1	0%	-2%	-7.1%	-11	705	-6%	3%	20%	-0.7%	9%
Cc1ccc(NC(=S)NC(=O)c2ccccc2)cc1NC(=S)NC(=O)c1ccccc1	13%	-4%	.	6	749	35%	-1%	-2%	.	-84%
CS(=O)(=O)Nc1ccc(C(=O)NCCSCc2c(F)cccc2Cl)cc1	-5%	-3%	-0.4%	5	704	13%	10%	-12%	-0.3%	6%
O=C(O)CSCC(=O)N1CCCN(c2nccc(C(F)(F)F)n2)CC1	-4%	1%	.	.	.	14%	.	.	.	-3%
CCN(CC)c1ccc(C(=O)NC(=S)Nc2cc(S(=O)(=O)N3CCOCC3)ccc2-n2cncn2)cc1	-3%	8%	-4.3%	5	680	9%	0%	5%	0.0%	-3%
O=C(O)c1cc(-n2cccc2)ccc1N1CCOCC1	-12%	1%	.	5	693	7%	-4%	-3%	.	-2%
CC(C)(C)NS(=O)(=O)c1cnc(Cl)c(Cl)c1	-5%	3%	-2.1%	.	.	6%	3%	6%	-1.1%	7%
Nc1nonc1C(=O)OCC(=O)N1CCCCC1	-4%	-5%	-4.4%	.	.	0%	-2%	-9%	-1.0%	5%
CCCOC(=O)c1ccc(OCC(O)CN2CCN(C(=O)c3ccccc3)CC2)cc1 (stereo unspecified)	-8%	-1%	-6.2%	.	.	2%	2%	4%	-2.0%	-2%
CCN(CC)S(=O)(=O)c1ccc(N2CCOCC2)c(NS(=O)(=O)c2ccc(OC)cc2)c1	-5%	4%	.	1	638	10%	.	.	.	7%

# In a second layout: results already given
# Results follow in this order: LYP inhibition	Siah-1 displacement	XIAP displacement	Lipid droplet	Lipid droplet cells 6.5 µM	AID2073	M1AAP inhibition	M17LAP inhibition	CSM14.1 death rescue	NOD2 inhibition
- CC1CCCCN1CCCNC(=O)C1CCCN(c2ncnc3c2nc2n3CCCCC2)C1 (stereo unspecified)
→ -7%	1%	.	-27	544	20%	.	.	.	20%
- Cc1ccc(S(=O)(=O)Nc2ccc(NC(=O)CN3CCCCC3)cc2)cc1
→ -5%	0%	-6.0%	1	737	-1%	0%	-4%	-0.9%	-2%
- Fc1ccc(CSc2nnc(-c3ccccn3)o2)cc1
→ -9%	9%	.	.	.	4%	.	.	.	-43%
- Cc1ccc2nc(Nc3ccccc3O)nc(-c3ccccc3)c2c1
→ -3%	8%	-0.8%	.	.	2%	-1%	0%	-2.7%	9%
- CCOC(=O)c1c(NC(=O)COc2cccc3c2CCN(C)C3=O)sc2c1CCC2
→ 14%	6%	-10%	2	692	28%	2%	9%	-2.3%	20%
- CO/N=C/c1c(-c2ccc(Cl)cc2)nc2cc(C)ccn12
→ 2%	7%	-5.2%	15	735	1%	7%	16%	.	6%
- CC(=O)Nc1ccc(NC(=O)CSc2ncnc3sc(C)c(C)c23)cc1
→ -8%	13%	.	-1	788	-11%	.	.	.	3%
- NC(=O)C1CCN(C(=S)NCc2ccc3c(c2)OCO3)CC1
→ -6%	8%	-14%	2	656	-3%	-1%	-16%	0.2%	13%
- NS(=O)(=O)c1ccc(CCNC(=O)CSc2nc3ccccc3c(=O)n2CCC(=O)N2CCCCC2)cc1
→ 0%	-2%	-7.1%	-11	705	-6%	3%	20%	-0.7%	9%
- Cc1ccc(NC(=S)NC(=O)c2ccccc2)cc1NC(=S)NC(=O)c1ccccc1
→ 13%	-4%	.	6	749	35%	-1%	-2%	.	-84%

# Screening results as filed in PubChem.

# These rows are one share of the data; rates above refer to the full screens.
